IDE cell inh: inhibitors of human insulin-degrading enzyme in cells | P14735 | HEK cells, FAbetaB cleavage, fluorescence polarization | inhibition, % at 5.59 µM | 320,000 tested, 0.41% active | AID 434962;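 active = percent inhibition above the average of all tested compounds plus 3 SD, set per screening campaign, cut at about 16% in these data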;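 note: IDE supplied by intact live HEK cells; FP after avidin binding of uncleaved biotin substrate so inhibition keeps polarization high; 0% = DMSO wells and 100% = 60 µM reference IDE inhibitor Ii1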
MEKK2wt PB1 HTS: raises or lowers MEK5 binding to wildtype human MEKK2 PB1 domain | binding response (% of control), % at 10 µM | 290,000 tested, 1.1% active | AID 1531 | Q9Y2U5 | bead flow cytometry, Alexa488-MEK5 binding to MEKK2 WT; actives lie on both sides; in the data active = binding response below about 67% or above about 130%
MEKK3 PB1 HTS: MEKK3-MEK5 PB1 interaction, increase or decrease; bead-based flow cytometry, Alexa488-MEK5 binding to MEKK3; actives lie on both sides; 0 = blocked by unlabeled MEK5, 100 = vehicle; 290,000 tested, 1.4% active; binding response (% of control), % at 10 µM;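 active = binding response more than 3 SD above or below the average of its plate-row segment, actives on both sides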;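 note: Alexa488 bead fluorescence after subtracting the streptavidin-only scavenger bead signal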
Target sequence (Q99759 whole entry, looked up): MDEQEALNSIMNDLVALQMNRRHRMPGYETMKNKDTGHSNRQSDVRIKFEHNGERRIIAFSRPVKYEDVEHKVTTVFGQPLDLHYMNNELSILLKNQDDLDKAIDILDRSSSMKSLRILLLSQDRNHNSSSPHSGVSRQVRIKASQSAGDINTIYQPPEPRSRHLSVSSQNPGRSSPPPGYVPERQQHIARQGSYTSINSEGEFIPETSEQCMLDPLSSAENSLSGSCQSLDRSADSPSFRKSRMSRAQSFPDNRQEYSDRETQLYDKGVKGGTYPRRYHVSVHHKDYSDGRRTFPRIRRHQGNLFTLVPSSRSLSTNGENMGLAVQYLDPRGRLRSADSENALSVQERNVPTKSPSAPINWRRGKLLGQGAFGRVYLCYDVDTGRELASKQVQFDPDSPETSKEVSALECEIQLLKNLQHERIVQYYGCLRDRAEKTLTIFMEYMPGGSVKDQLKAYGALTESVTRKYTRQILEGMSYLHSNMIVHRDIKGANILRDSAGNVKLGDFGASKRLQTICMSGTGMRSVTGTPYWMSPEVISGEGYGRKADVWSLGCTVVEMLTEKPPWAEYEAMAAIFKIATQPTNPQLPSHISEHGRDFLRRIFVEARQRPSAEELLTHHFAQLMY
p-CIP stab down: lowers stability of the mouse p/CIP coactivator protein; Q05BA5; F442A p/CIP-EGFP cells, EGFP fluorescence, 16 h; decrease of EGFP signal, % at 10 µM; 290,000 tested, 0.01% active; AID 1984;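 active = EGFP signal decrease of at least 30% at 10 µM or well 3 SD below plate mean, unless failing retest; inactive = the rest, including hits failing retest or dose response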; note: some compounds called inactive have numbers as strong as hits; many of its hits are not listed in these tables
M18AAP inhibitor: blocks P. falciparum M18 aspartyl aminopeptidase | recombinant PfM18AAP, H-Glu-NHMec fluorogenic cleavage | inhibition, % at 7.35 µM | 290,000 tested, 1.2% active;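 active = inhibition above the campaign mean inhibition over all tested compounds plus 3 SD, cut at about 28% in these data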;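 note: 0% = plate median of test compound wells and 100% = 2 mM ZnCl2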
NALP1 yeast inh: inhibitors of NALP1 inflammasome in yeast. S. cerevisiae NALP1/ASC/caspase-1 growth, X-gal OD620, 72 h. inhibition, % at 10 µM. 280,000 tested, 0.61% active; in the data active = inhibition mostly above about 24%, no sharp cut-off; inactive = mostly below about 32%; note: some compounds called inactive have numbers as strong as hits
MEKK2mut PB1 HTS: signal of MEK5 binding to mutant human MEKK2 PB1 domain | bead flow cytometry, Alexa488-MEK5 binding to MEKK2 mutant | percent response, % at 10 µM | 290,000 tested, 0.35% active | AID 1530; in the data active = percent response above about 24%, passing the limit was not always enough; note: inactives centre near 1; some results filed as inactive read as strong as hits; reference of the scale not given here
SUMO HTRF inh: inhibitors of human SUMOylation (UBC9); P63279; HTRF SUMOylation assay, SAE1/SAE2 + UBC9, in vitro; inhibition, % at 35 µM; 290,000 tested, 0.36% active; AID 2006; in the data active = inhibition above about 50%, passing the limit was not always enough; note: strong numbers were not always called active
Target sequence (P63279 whole entry, looked up): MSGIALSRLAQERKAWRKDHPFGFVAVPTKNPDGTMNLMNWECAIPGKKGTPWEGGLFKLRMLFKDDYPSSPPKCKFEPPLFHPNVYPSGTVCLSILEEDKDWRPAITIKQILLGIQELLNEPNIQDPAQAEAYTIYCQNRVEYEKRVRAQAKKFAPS
IDE act: boosts human insulin-degrading enzyme activity in HEK cells. AID 493087. 340,000 tested, 0.073% active. activation, % at 5.96 µM. P14735. FAbeta-B cleavage, fluorescence polarization; 0% vehicle, 100% cell-free pure enzyme wells;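 active = activation above the mean of all tested compounds plus 3 SD, set per screening campaign, cut at about 17% in these data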
* hit, by the source's call; nt = no result given. Not all compounds are listed, so the mix of outcomes need not match the whole.

SMILES	IDE cell inh	MEKK2wt PB1 HTS	MEKK3 PB1 HTS	p-CIP stab down	M18AAP inhibitor	NALP1 yeast inh	MEKK2mut PB1 HTS	SUMO HTRF inh	IDE act
Cc1ccnc(NS(=O)(=O)c2cc(-c3cc(C)no3)ccc2C(C)C)c1	-5	93	94	1	7	26	-7	-3	6
O=C(CNc1ccc(F)cc1F)NC(=O)NCc1ccco1	-3	102	111	1	2	nt	0	10	9
Cc1nn(C(C)C(=O)Nc2sc3c(c2C#N)CCCC3)c(C)c1[N+](=O)[O-] (stereo not given)	0	98	102	-6	-2	9	-1	7	5
CCNC(=O)CN(Cc1ccccc1)S(=O)(=O)c1ccccc1	-4	100	100	-8	7	-3	0	17	1
NC(=O)CCSC(=S)N1CCOCC1	9	109	103	9	6	-6	4	2	-1
Cc1ccc(-c2nc3c(=O)n(C)c4ccccc4c3o2)cc1	1	105	103	-2	-6	1	5	7	6
CCOC(=O)/C=C1\CN(CCC(C)C)S(=O)(=O)c2ccccc21	3	101	97	-7	8	-4	-3	4	1
CS(=O)(=O)Nc1nc2n(n1)C(c1ccccc1)C=C(c1ccc(Br)cc1)N2 (stereo not given)	63*	nt	nt	-38	1	36	nt	21	-64
COc1ccccc1C(=O)Nc1ccc(NC(=O)c2ccco2)c(C)c1	7	114	115	-47	1	16	10	32	8
Cc1cc2nc(CSc3ccccc3)cc(=O)n2[nH]1	3	97	97	2	6	13	-3	-4	nt
CCOC(=O)N1CCN(C(=O)c2ccc(NC(=O)c3ccc(C)cc3)cc2)CC1	9	104	104	-11	1	nt	5	-3	0
O=C(NN1CCOCC1)c1cc(S(=O)(=O)Nc2cccc(C(F)(F)F)c2)ccc1Cl	0	93	104	-3	-5	16	2	15	5
Cc1ccccc1NC(=O)c1ccc(-n2cncn2)nc1	5	100	97	-8	3	32	-2	-4	0
COc1ccc(-c2noc(CNS(=O)(=O)c3ccc(NC(C)=O)cc3)n2)cc1OC	4	103	99	-14	-12	16	5	7	4
c1ccc(OCCCn2nnc(-c3ccncc3)n2)cc1	2	99	100	7	-2	-8	1	6	-2
O=C(c1ccco1)N1CCn2c1nc1ccccc12	1	102	98	-13	4	-20	0	12	2
O=C(CN1C(=O)C2CC=CCC2C1=O)NCc1cccs1 (stereo not given)	1	108	118	-14	1	-1	-1	-6	2
CCOC(=O)COc1cc2oc(=O)cc(C)c2cc1[N+](=O)[O-]	1	101	104	9	-1	7	-1	8	2
O=C(Oc1ccc[nH]c1=O)c1cccc(Cl)c1	-1	95	110	-1	16	14	11	100*	3
S=c1[nH]nc(C2COc3ccccc3O2)o1 (stereo not given)	-2	97	99	1	8	0	-1	0	3
COc1ccc(C)cc1NC(=O)C1CCN(S(C)(=O)=O)CC1	-1	103	104	-26	4	1	4	8	0
O=[N+]([O-])c1ccccc1/C=N\N1CCN(c2ccccc2)CC1	4	97	98	-12	4	12	-2	20	3
COC(=O)c1ccc(COc2ccc(F)cc2)o1	-1	104	101	-7	7	31	4	0	4
Cc1sc(NC(=O)C2CC=CCC2C(=O)O)c(C(=O)OC(C)C)c1C (stereo not given)	-2	105	103	-23	5	-7	0	-2	-2
COc1ccc(Cn2c(C3CC3)nc3ccc(NC(=O)c4ccco4)cc3c2=O)cc1	1	97	95	-3	-9	11	0	-11	-2
Cc1ccc(S(=O)(=O)NC2CC(C)(C)NC(C)(C)C2)c(C)c1C	-6	109	109	16	-5	8	2	11	5
CCC(CC)NC(=O)COC(=O)c1cccc(C)c1O	8	96	93	5	-9	1	-1	8	4
O=C(Cc1ccccc1)Nn1c(-c2ccccc2F)nc2ccccc2c1=O	1	99	102	-1	3	-3	2	0	-1
CN(Cc1ccccc1)S(=O)(=O)c1ccc(C(=O)Nc2nnc(C3CC3)o2)cc1	-1	106	105	-6	-1	11	4	10	-1
CC1(C(=O)NNC(=O)C2CCCCC2)CC1(Cl)Cl (stereo not given)	1	105	103	-15	3	-4	12	12	4
COc1ccc(Br)cc1-c1nc(CCl)cs1	-2	100	101	1	-7	-34	-1	0	0
O=C(COc1ccc(C(F)(F)F)cc1[N+](=O)[O-])Nc1cccc(C(F)(F)F)c1	9	98	102	8	-9	28	0	-1	2
Cc1ccccc1NCN1C(=O)C2C3C=CC(C3)C2C1=O (stereo not given)	7	108	106	-1	-9	-1	4	19	3
CC1(C)Cc2c(ccc3ccccc23)C(c2cc3ccccc3oc2=O)=N1	6	95	99	-4	-16	34*	-5	17	6
Cc1noc(C)c1S(=O)(=O)N1CCN(C(c2ccccc2)c2ccc(Cl)cc2)CC1 (stereo not given)	1	103	103	7	-6	0	1	-18	2
CN1CCN(CC(=O)N2N=C(c3cccs3)CC2c2ccco2)CC1 (stereo not given)	4	99	94	-5	2	15	0	1	-5

The last 5 compounds of the part before lead into the next:
SMILES	IDE cell inh	MEKK2wt PB1 HTS	MEKK3 PB1 HTS	p-CIP stab down	M18AAP inhibitor	NALP1 yeast inh	MEKK2mut PB1 HTS	SUMO HTRF inh	IDE act
O=C(COc1ccc(C(F)(F)F)cc1[N+](=O)[O-])Nc1cccc(C(F)(F)F)c1	9	98	102	8	-9	28	0	-1	2
Cc1ccccc1NCN1C(=O)C2C3C=CC(C3)C2C1=O (stereo not given)	7	108	106	-1	-9	-1	4	19	3
CC1(C)Cc2c(ccc3ccccc23)C(c2cc3ccccc3oc2=O)=N1	6	95	99	-4	-16	34*	-5	17	6
Cc1noc(C)c1S(=O)(=O)N1CCN(C(c2ccccc2)c2ccc(Cl)cc2)CC1 (stereo not given)	1	103	103	7	-6	0	1	-18	2
CN1CCN(CC(=O)N2N=C(c3cccs3)CC2c2ccco2)CC1 (stereo not given)	4	99	94	-5	2	15	0	1	-5
CCOC(=O)c1sc(=S)n(-c2ccccc2Cl)c1C	-3	96	100	-6	8	7	0	-25	-2
COc1cccc(CNC(=O)CSCc2cnn(-c3ccccc3)c2-n2cccc2)c1	-4	97	99	-12	1	11	-2	-4	1
OCCN(CCO)CC(O)CN(c1ccccc1)c1ccccc1 (stereo not given)	5	93	87	1	-9	29	-14	8	-9
Cc1ccc(OCC(=O)NCCCNC(=O)c2ccccn2)cc1C	6	98	99	4	-3	-7	0	0	5
O=C(COc1ccccc1[N+](=O)[O-])Nc1ccc(NC(=O)c2cc3ccccc3o2)cc1	5	90	104	-17	-4	10	-8	24	5
COCCNC(=S)Nc1ccc(N2CCCCC2)cc1	-6	101	102	1	-6	-7	-1	0	4
O=C(Cc1ccccc1)NCCCN1CCN(CCCNC(=O)Cc2ccccc2)CC1	6	109	99	-6	-1	10	12	-8	3
O=S1(=O)CCOC[C@H](Cc2ccccc2)N1Cc1ccccc1	-2	100	99	nt	nt	nt	-5	nt	-8
O=C(NNC(=O)c1ccccc1[N+](=O)[O-])c1ccc(NC(=O)c2ccccc2)cc1	0	103	101	-13	6	8	3	4	6
Cn1c(=O)c2c(nc(Oc3cccc(O)c3)n2C)n(C)c1=O	7	114	110	8	-2	5	17	10	5
FC(F)(F)c1cc(Cl)c2nnc(-c3ccccn3)n2c1	2	104	99	-2	3	-2	4	7	2
Cc1cc(SCC(=O)NC2CCCCC2)nc2ccccc12	4	93	99	0	-4	14	-3	-13	0

Complete entries from above. Values in the order: IDE cell inh | MEKK2wt PB1 HTS | MEKK3 PB1 HTS | p-CIP stab down | M18AAP inhibitor | NALP1 yeast inh | MEKK2mut PB1 HTS | SUMO HTRF inh | IDE act
FC(F)(F)c1cc(Cl)c2nnc(-c3ccccn3)n2c1 as listed: 2 | 104 | 99 | -2 | 3 | -2 | 4 | 7 | 2
O=S1(=O)CCOC[C@H](Cc2ccccc2)N1Cc1ccccc1 as listed: -2 | 100 | 99 | nt | nt | nt | -5 | nt | -8
O=C(COc1ccccc1[N+](=O)[O-])Nc1ccc(NC(=O)c2cc3ccccc3o2)cc1 as listed: 5 | 90 | 104 | -17 | -4 | 10 | -8 | 24 | 5
Cn1c(=O)c2c(nc(Oc3cccc(O)c3)n2C)n(C)c1=O as listed: 7 | 114 | 110 | 8 | -2 | 5 | 17 | 10 | 5
Cc1ccc(OCC(=O)NCCCNC(=O)c2ccccn2)cc1C as listed: 6 | 98 | 99 | 4 | -3 | -7 | 0 | 0 | 5

As a short view, some entries already given.
SMILES	IDE cell inh	MEKK2wt PB1 HTS	MEKK3 PB1 HTS	p-CIP stab down	M18AAP inhibitor	NALP1 yeast inh	MEKK2mut PB1 HTS	SUMO HTRF inh	IDE act
OCCN(CCO)CC(O)CN(c1ccccc1)c1ccccc1 (stereo not given)	5	93	87	1	-9	29	-14	8	-9
Cc1ccc(OCC(=O)NCCCNC(=O)c2ccccn2)cc1C	6	98	99	4	-3	-7	0	0	5

Carrying on.
SMILES	IDE cell inh	MEKK2wt PB1 HTS	MEKK3 PB1 HTS	p-CIP stab down	M18AAP inhibitor	NALP1 yeast inh	MEKK2mut PB1 HTS	SUMO HTRF inh	IDE act
Cc1cc(=O)n2[nH]c(SCc3ccc(Cl)cc3)nc2n1	8	93	97	-12	-11	16	-8	20	3
C=CCC1C=C(Cc2ccccc2)CC(CC=C)N1 (stereo not given)	6	95	94	-15	2	7	-8	12	5
Cc1ccc(N=Nc2c(N)[nH]n3c(=O)c4c(nc23)CCCC4)cc1	nt	nt	nt	-15	-8	11	nt	-37	nt
COc1ccc(CN2C(=O)CS/C2=N/N=C/c2ccccc2)cc1	12	104	105	2	13	-6	1	0	nt
O=C(O)COc1ccc(/C=N/Nc2nc(Nc3ccccc3)nc(N3CCCCC3)n2)cc1	-2	48	54	2	-4	0	-16	1	6
CC(C)Cc1nnc(NC(=O)CCc2c[nH]c3ccccc23)s1	6	91	89	-7	-2	7	-2	-7	3
Cn1nnnc1SCC(=O)Nc1cc(C(=O)O)cc(C(=O)O)c1	0	103	105	-4	4	10	6	18	9
O=C(c1ccccc1F)N(Cc1cccnc1)Cc1cc2cc3c(cc2[nH]c1=O)OCCO3	11	95	99	70	4	-3	-2	20	-12
NC(=O)CC[C@@H]1NC(=O)[C@H](CO)NC(=O)c2cc([N+](=O)[O-])cc(I)c2NCC[C@@H](C(N)=O)NC1=O	5	90	93	2	4	24	-5	-6	-2
CCCNS(=O)(=O)c1ccc(CCC(=O)N2CCN(CC)CC2)cc1	-2	108	110	-3	2	8	5	16	2
O=C(CCn1cnc2ccccc2c1=O)Nc1cccc(Cl)c1Cl	-3	89	90	-3	-6	3	-5	13	3
O=C(Cc1ccc(Br)cc1)Nc1ncc([N+](=O)[O-])s1	0	88	93	-18	1	nt	-5	23	3
CC1CN(c2nnc(-c3ccccc3)c3ccccc23)CC(C)O1 (stereo not given)	-2	94	98	-2	-1	17	-6	14	-2
Cc1ccccc1Cn1c(=N)n(CC(=O)c2ccc([N+](=O)[O-])cc2)c2ccccc21	-4	128	103	-13	3	52	1	13	3
COc1ccc(-c2cc(C(F)F)n3ncc(C(=O)N4CCc5ccccc54)c3n2)cc1	6	99	103	-6	-1	7	-2	25	0
CCOCCCn1c(=S)[nH]c2cc(C(=O)NC3CCCC(C)C3C)ccc2c1=O (stereo not given)	-1	101	102	-4	-4	-23	0	22	6

High-throughput results as filed in PubChem BioAssay.
